Compound activity from PubChem.
NCI-60 one-dose screen, 48 h, at 10 µM unless noted. Numbers give growth in % (100 = growth as untreated, 0 = no growth, -100 = all killed).
SW-620 = SW-620 colon cancer; 82,000 compounds, 5.2% hits; AID 1794795
KM12 = KM12 colon cancer cells. 82,000 compounds, 5% hits. AID 1794800
HCC-2998 = HCC-2998 colon cancer | 79,000 compounds, 4.7% hits | AID 1794799
SNB-19 = SNB-19 CNS cancer cells; 81,000 compounds, 2.5% hits; AID 1794751
HT29 = HT29 colon cancer; 81,000 compounds, 7.4% hits
HCT-116 = HCT-116 colon cancer; AID 1794798; 82,000 compounds, 7.3% hits
SNB-75 = SNB-75 CNS cancer | 79,000 compounds, 5% hits | AID 1794750
HCT-15 = HCT-15 colon cancer; 82,000 compounds, 5.2% hits
COLO 205 = COLO 205 colon cancer. 79,000 compounds, 7.3% hits
* marks the source's active call; other numbers are inactive results; . = no result given; & = joins results of further samples. How the source made its calls: active means growth percent below 10; inactive means the rest.

Start of the data: the first 3 compounds, to show the layout:
1. CN(C(=O)C(Cl)Cl)c1ccc(OC(=O)c2ccco2)cc1
2. O=C(O)COc1c(Cl)cc([N+](=O)[O-])cc1Cl
3. N=c1c2cc(-c3ccccc3)oc2ncn1/N=C/c1ccc(N2CCOCC2)cc1

Compound	1	2	3
SW-620	101.4	110.2	104.7
KM12	99.0	98.1	92.6
HCC-2998	106.8	100.9	108.3
SNB-19	108.7	111.7	98.6
HT29	97.6	86.2	99.5
HCT-116	95.1	83.4	97.7
SNB-75	101.1	102.3	91.8
HCT-15	97.5	102.9	96.8
COLO 205	112.3	101.6	109.4

The list itself, previewed entries included:
1. CN(C(=O)C(Cl)Cl)c1ccc(OC(=O)c2ccco2)cc1
2. O=C(O)COc1c(Cl)cc([N+](=O)[O-])cc1Cl
3. N=c1c2cc(-c3ccccc3)oc2ncn1/N=C/c1ccc(N2CCOCC2)cc1
4. C[C@@H](NC(=O)CSc1nnc(-c2ccc(NC(=O)c3cccnc3)cc2)o1)C(=O)O
5. N#Cc1c(NC(=O)c2cccs2)[n+]([O-])c2ccc(F)cc2[n+]1[O-]
6. Cn1c(N)c(C(=O)/C=C/c2ccccc2)c(=O)[nH]c1=O
7. O=C(NNC(=S)NC1CC1)c1cc2ccc1CCc1ccc(cc1)CC2
8. CC1=C(C)C(=O)C(N2CCCCC2)=CC1=O

Compound	1	2	3	4	5	6	7	8
SW-620	101.4	110.2	104.7	110.0	74.0	123.6	97.2	107.8
KM12	99.0	98.1	92.6	108.6	92.2	111.2	99.0	103.0
HCC-2998	106.8	100.9	108.3	114.0	.	139.5	96.1	115.1
SNB-19	108.7	111.7	98.6	99.1	98.0	110.3	102.6	91.9
HT29	97.6	86.2	99.5	103.7	97.6	107.3	97.0	115.7
HCT-116	95.1	83.4	97.7	105.6	103.6	105.3	90.8	94.8
SNB-75	101.1	102.3	91.8	106.0	81.1	99.6	88.5	108.2
HCT-15	97.5	102.9	96.8	112.8	74.6	106.5	98.5	97.3
COLO 205	112.3	101.6	109.4	102.4	86.1	123.0	117.3	131.3

9. Cc1ccc(-c2nc(C#N)c(S(=O)(=O)N3CCN(S(=O)(=O)c4ccccc4)CC3)o2)cc1
10. CS(=O)c1nc2nnc([N+](=O)[O-])c(=O)n2[nH]1 (centres undefined)
11. COc1ccc(-n2nc(C)c3c(Nc4ccc(NC(=O)Nc5cccc(C(F)(F)F)c5)cc4)ncnc32)cc1
12. NS(=O)(=O)c1ccc(NC2N=C(c3ccc(O)cc3)Nc3n[nH]c(Nc4ccccc4)c32)cc1 (centres undefined)
13. COc1ccc(-c2cs/c(=N\N=C\c3ccc(C#N)cc3)n2-c2ccccc2)cc1
14. COc1ccc2[nH]c(=O)cc(-n3nncc3Cn3c4ccccc4c4ccccc43)c2c1
15. Cc1ccc(NC(=O)Nc2sc3c(c2C#N)CCCC3)cc1
16. CCc1nnc(Nc2ccc(C)cc2)o1

Compound	9	10	11	12	13	14	15	16
SW-620	-86.9*	96.0	12.4	27.5	95.4	107.0	101.5	104.1
KM12	77.4	94.5	2.8*	28.4	87.4	106.6	98.7	98.2
HCC-2998	56.2	96.3	14.1	53.7	110.0	119.0	104.4	99.7
SNB-19	74.9	104.3	12.0	.	92.0	104.6	98.1	108.9
HT29	-56.0*	91.5	1.6*	81.8	92.1	114.9	98.8	.
HCT-116	-81.4*	94.5	1.5*	37.6	99.5	115.5	104.4	88.2
SNB-75	103.4	73.4	-7.6*	56.3	115.3	104.2	92.6	88.7
HCT-15	-85.8*	102.0	2.5*	49.2	86.0	103.4	96.5	99.0
COLO 205	-62.1*	103.3	-39.2*	60.0	101.8	.	.	106.0

Screen by screen, from the results shown:
Compounds 9–16 in HCT-116: -81.4*, 94.5, 1.5*, 37.6, 99.5, 115.5, 104.4, 88.2
Compounds 9–16 in KM12: 77.4, 94.5, 2.8*, 28.4, 87.4, 106.6, 98.7, 98.2

Further records.
17. O=C(NCO)c1ccccc1
18. OC1CNc2c(ccc3ccccc23)C1 (centres undefined)
19. CC(=O)c1c(-c2ccc(Cl)cc2)nc2cc(C)ccn12
20. N#CCCCCCCCCCCC#N
21. CCOC(=O)c1nn(-c2ccccc2)/c(=N\N=C\c2coc3ccc(F)cc3c2=O)s1
22. CCCCn1c(=O)c(/C=C/c2cc(/C=C/c3cc4ccc(Cl)cc4n(CCCC)c3=O)n(-c3ccccc3)n2)cc2ccc(Cl)cc21
23. COc1cccc(-c2nn(-c3ccccc3)cc2-c2ccnc(N3CCOCC3)c2)c1
24. CCOC(=O)c1c(-c2ccc(OC)cc2OC)c(C#N)c(=O)n(Cc2nc3ccccc3[nH]2)c1N

Compound	17	18	19	20	21	22	23	24
SW-620	102.8	98.3	114.7	.	97.4	105.5	105.1	97.7
KM12	102.0	107.1	98.8	110.7	102.7	95.5	86.1	102.5
HCC-2998	111.1	84.7	110.8	95.0	106.1	103.4	93.8	103.1
SNB-19	107.4	92.6	93.5	108.7	97.8	102.2	99.9	103.7
HT29	109.0	97.6	81.2	95.7	118.9	89.5	86.7	118.7
HCT-116	104.8	95.6	95.9	105.3	95.3	85.5	79.8	104.5
SNB-75	89.8	90.7	78.3	103.4	76.4	108.7	97.2	86.3
HCT-15	101.0	96.0	97.7	99.4	97.2	123.3	85.9	100.7
COLO 205	105.7	93.3	93.0	111.3	123.0	101.3	98.5	111.4

25. CC(=O)N1N=C(c2ccc3c(c2)OCO3)CC1c1ccc(Cl)cc1 (centres undefined)
26. CNc1nc(=O)n(C2CCCO2)cc1C (centres undefined)
27. COc1cc(CNC(=O)/C=C/C=C/c2ccc3c(c2)OCO3)ccc1OCc1cn(-c2ccccc2F)nn1
28. CC[C@@H](C(=O)[C@@H](C)[C@@H](O)[C@H](C)[C@@H]1O[C@@H]([C@@H](CC)C(=O)OCC(F)(F)F)CC[C@@H]1C)C1O[C@]2(C=CC(=O)[C@]3(CC[C@@](C)([C@H]4CC[C@](O)(CC)[C@H](C)O4)O3)O2)[C@H](C)C[C@@H]1C (some centres undefined)
29. COC(=O)c1c2c(c(C)[n+]([O-])c1C)C(=O)C=C(NCc1ccc(F)c(Cl)c1)C2=O
30. CC(=O)[C@H]1CC[C@H]2[C@@H]3CC[C@@H]4CC=C(C=O)C[C@]4(C)[C@H]3CC[C@]12C
31. CC(C)(C)[Si](C)(C)OC1[C@@H](O[Si](C)(C)C(C)(C)C)[C@@H](CNC(=O)NC(=O)NC(=O)CCl)O[C@H]1n1cnc2c(NC(=O)Nc3ccccc3)ncnc21 (some centres undefined)
32. Cc1ccc2cccc(OC(=O)Nc3cccc(C(F)(F)F)c3)c2n1

Compound	25	26	27	28	29	30	31	32
SW-620	104.9	106.1	97.7	80.4	-29.6*	106.1	85.4	58.0
KM12	106.1	109.5	99.0	64.4	-16.5*	104.1	.	44.5
HCC-2998	95.3	102.7	92.7	83.0	-59.3*	89.5	75.5	87.6
SNB-19	100.2	102.3	89.5	80.9	-48.5*	97.8	99.5	72.1
HT29	.	105.6	89.0	77.7	3.7*	90.7	-11.4*	56.2
HCT-116	104.5	104.3	87.6	58.0	-48.6*	87.0	17.6	38.0
SNB-75	86.6	88.4	93.5	80.6	-96.9*	80.5	80.2	87.5
HCT-15	107.2	103.0	93.1	85.7	-70.4*	96.7	79.0	50.9
COLO 205	121.4	112.4	104.8	89.1	.	105.3	57.1	62.3

33. O=C(CS(=O)(=O)c1ccccc1)Nc1ccc(C(=O)O)cc1
34. CCCOC(=O)Cn1cc(I)c(=O)c(I)c1
35. Nc1ccc(NC(=O)c2ccccc2-c2ccccc2C(=O)O)cc1
36. CCCCCCCCCCCCCCCc1ccc(C(=O)C[n+]2ccccc2)cc1
37. ClB(Cl)c1ccccc1
38. CCCCSc1nc(N/N=C/c2cc(Cl)ccc2O)c(C#N)c(-c2ccc(F)cc2)n1
39. CCCC1(c2ccccc2)NC(=O)N(CC(=O)NCC(=O)Nc2ccc(F)c(F)c2F)C1=O (centres undefined)
40. Cc1ccc(Cl)cc1NS(=O)(=O)c1ccccc1

Compound	33	34	35	36	37	38	39	40
SW-620	104.0	108.7	103.7	-79.1*	99.9	77.9	99.8	109.0&102.5
KM12	104.2	104.9	114.2	-97.7*	110.3	91.4	113.0	104.0&101.0
HCC-2998	103.5	99.5	103.1	-83.4*	106.5	97.0	105.5	115.1&101.8
SNB-19	100.4	93.7	106.2	-84.1*	107.7	.	99.5	105.7&103.5
HT29	102.6	102.9	98.6	-39.3*	106.4	92.3	103.8	110.1&101.6
HCT-116	98.2	111.8	111.8	-97.7*	102.2	59.6	110.7	100.5&104.8
SNB-75	91.0	92.6	82.7	-55.0*	89.1	84.6	96.8	88.5&95.8
HCT-15	101.9	110.4	105.7	-48.6*	86.4	50.0	96.7	107.5&103.7
COLO 205	107.9	104.0	92.8	-90.5*	119.2	106.9	109.9	104.3&116.9

41. CCCCCCCCCCCCCCCC[N+]1([O-])CCOCC1
42. Cc1nn(-c2cc(=O)[nH]c3ccccc23)c(N)c1C#N
43. CCc1ccccc1Nc1nc(-c2c(C)nc3sccn23)cs1
44. CC(c1ccccc1)N1C(=O)/C(=C/c2csc(C#N)n2)SC1=S (centres undefined)
45. CC(=O)c1ccc(-n2ccc(C(F)(F)F)n2)cc1
46. CC(NC(=O)CCl)c1ccccc1 (centres undefined)
47. COc1cc(-c2nc(SC(C)C)nc(NC(C)(C)C)c2C#N)cc(OC)c1OC
48. S=C(S)N(Cc1ccccc1)Cc1ccccc1 (tested in a mixture with another compound)

Compound	41	42	43	44	45	46	47	48
SW-620	104.0	102.7	83.7	74.1	102.1	96.4	84.7	42.2
KM12	.	101.0	87.9	103.1	101.2	104.8	105.3	35.4
HCC-2998	91.0	114.7	84.4	106.6	107.8	105.9	114.9	67.5
SNB-19	92.7	101.8	83.5	93.7	95.9	103.2	69.1	41.1
HT29	81.7	106.6	81.2	105.9	99.7	103.7	81.9	45.8
HCT-116	85.3	107.4	66.3	67.6	105.7	97.6	54.3	26.4
SNB-75	85.5	82.4	72.8	85.4	91.8	85.6	73.7	66.6
HCT-15	92.6	105.8	82.2	76.1	101.5	94.9	94.5	26.8
COLO 205	99.9	123.4	96.1	91.8	109.0	104.2	98.5	45.9

49. CCCCC(=O)O[C@]1(C(=O)CO)CCC2C3CCC4=CC(=O)CC[C@]4(C)C3[C@@H](O)C[C@@]21C (some centres undefined)
50. O=C(/C=C/c1ccccc1)Nc1ncccc1OCc1cn(Cc2cccc(Cl)c2)nn1
51. Cc1cccc(C(=O)c2ccc(Cl)cc2)c1O
52. c1ccc(-c2nc(-c3ccccc3)nc(-c3ccccc3)n2)cc1
53. O=[N+]([O-])CC(c1ccccc1Cl)c1c[nH]c2ccccc12 (centres undefined)
54. C[C@@H](O)[C@@H]1NC(=O)[C@H](CCC(N)=O)NC(=O)[C@@H](Cc2ccc(O)cc2)NC(=O)CSC[C@@H](C(N)=O)NC(=O)[C@H](Cc2ccccc2)NC(=O)[C@H](CO)NC(=O)[C@H](Cc2ccc(O)cc2)NC(=O)[C@H](CCCNC(=N)N)NC(=O)[C@H](CCCNC(=N)N)NC(=O)CNC(=O)[C@H](CCCNC(=N)N)NC(=O)[C@H](Cc2c[nH]c3ccccc23)NC(=O)[C@H](CO)NC(=O)[C@H](Cc2c[nH]c3ccccc23)NC1=O

Compound	49	50	51	52	53	54
SW-620	107.3	99.9	101.8	101.8	71.3	111.6
KM12	104.9	100.2	101.7	99.4	80.7	101.7
HCC-2998	108.9	110.8	104.8	95.6	87.4	123.9
SNB-19	100.7	105.6	103.5	99.5	88.6	99.7
HT29	108.7	95.5	121.9	104.4	65.2	107.3
HCT-116	96.0	65.4	108.2	102.9	91.5	101.6
SNB-75	100.5	105.1	101.0	103.5	51.9	87.9
HCT-15	105.7	44.4	99.1	106.3	56.0	105.8
COLO 205	117.2	91.8	107.3	114.8	106.0	119.0

Random draw from the library; about 10% have a hit in one of these screens.
